# High-throughput results from PubChem BioAssay.
# Menin-MLL TR inh = menin-MLL binding inhibition, Texas Red mutant peptide; O00255; Menin + Texas Red MLL mutant peptide, fluorescence polarization; Potency, µM (doses to about 61.6 µM), for inactives: top-dose FP activity change, negative = inhibition, actives largely listed as inhibitors; 270,000 compounds, 0.23% hits; active means well fitted inhibition curve with a large enough effect in the polarisation, with a control signal flat, not every such curve was filed as active; inconclusive means small, poorly fitted or top-dose-only effect, or effect the other way, or a change in a side signal; inactive means no such curve, though single readings can be large or run the other way; the % refers to the polarisation; further: potency means the concentration at half of the fitted maximal effect; % of control where 0% means no effect; many of its hits are not listed in these tables
# NPC1 promoter act = activates the NPC1 promoter; AID 485313; 320,000 compounds, 2.4% hits; Potency, µM (titrated, usually from 9.22 µM), for the others: at the top dose activation, actives largely listed as activators; Huh7 NPC1 promoter luciferase reporter, 24 h;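 further: potency means the concentration at half of the fitted maximal effect; % of control where 0% means no effect; nearly all actives have a fitted effect of over 60% in size; reporter is driven by a mutant NPC1 promoter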
#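 NPC1 promoter–luciferase Huh7 cells; 24 h compound; luminescence.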
# BRCA1 expr act = BRCA1 expression activation; MCF7-BRCA1-FFLuc reporter, luminescence, 48 h; response scale: scaled: vehicle 0%, 10 µM genistein 100%; 380,000 compounds, 1.1% hits; Potency, µM (highest dose often 46.1 µM), for inactives: at the top dose activation, most hits filed as activators; AID 624202; further: potency means the concentration at half of the fitted maximal effect; nearly all actives have a fitted effect of over 80% in size; some results filed as inactive show a strong effect at the top dose
#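 Reporter cells (MCF7, BRCA1 promoter-firefly luciferase) received library compounds across a concentration series for 48 h. End-point luminescence was measured and concentration-effect curves derived after normalization.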
# RORgamma inh = inhibitors of mouse ROR gamma transcriptional activity. Potency, µM (highest dose often 53.6 µM), inactives show at the top dose activity change, negative = inhibition, most hits filed as inhibitors. 310,000 compounds, 5.4% hits. AID 2551. Drosophila S2 Gal4-RORgamma UAS-luciferase reporter, 20 h; further: potency means the concentration at half of the fitted maximal effect; on the % scale 0 is the no-effect control and ±100 the full control effect; nearly all actives have a fitted effect of over 60% in size
# Target sequence (P51450 whole entry, looked up, the tested form may be a part): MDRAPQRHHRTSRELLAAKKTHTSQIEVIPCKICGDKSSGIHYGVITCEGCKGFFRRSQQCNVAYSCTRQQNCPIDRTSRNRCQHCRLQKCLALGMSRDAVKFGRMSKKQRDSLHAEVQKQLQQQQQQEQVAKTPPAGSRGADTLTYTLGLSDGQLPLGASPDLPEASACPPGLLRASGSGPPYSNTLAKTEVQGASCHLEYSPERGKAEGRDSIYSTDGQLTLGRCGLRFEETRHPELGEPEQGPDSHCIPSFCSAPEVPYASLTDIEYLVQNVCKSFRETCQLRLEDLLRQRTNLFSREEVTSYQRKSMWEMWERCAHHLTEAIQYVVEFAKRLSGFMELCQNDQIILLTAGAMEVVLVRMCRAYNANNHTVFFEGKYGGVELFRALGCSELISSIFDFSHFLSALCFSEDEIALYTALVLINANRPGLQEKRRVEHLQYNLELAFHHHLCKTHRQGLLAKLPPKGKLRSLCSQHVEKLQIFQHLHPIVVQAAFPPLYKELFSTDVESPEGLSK
#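 Schneider cells (Drosophila), stable Gal4 DBD–ROR gamma + UAS-luc; 1 hr cmpd preincubation; Cu2+ induction 700 uM final; 20 hr ambient; luminescence.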
# FLuc modulator = inhibits or activates purified firefly luciferase, miR-21 counter-screen; P08659; purified FLuc, Km substrates, luminescence inhibition; Potency, µM (titrated, usually from 57.5 µM), without a hit: at the highest dose activity change, negative = inhibition, hits mostly inhibitors; 360,000 compounds, 6.9% hits; AID 588342;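 further: potency means the concentration at half of the fitted maximal effect; plate controls were vehicle for no effect and reference inhibitor for full effect; nearly all actives have a fitted effect of over 55% in size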
#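 Purified P. pyralis luciferase (10nM final) with 10uM D-luciferin and 10uM ATP (Km levels) in 50mM Tris acetate pH 7.5, 10mM Mg acetate, 0.01% Tween-20, 0.05% BSA; qHTS 6-point titration, ~60 µM downward; luminescence read.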
# p53 reactivation = mutant p53 re-activation in reporter cells; Potency, µM (highest dose often 92.2 µM), for the others: top-dose activity change, positive = activation, most hits filed as activators; H1299 p53-A138V BP100-luciferase reporter, luminescence, 24 h; 320,000 compounds, 0.063% hits; further: potency means the concentration at half of the fitted maximal effect; % of control where 0% means no effect; nearly all actives have a fitted effect of over 45% in size
#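 p53-null H1299 cells stably carrying temperature-sensitive p53-A138V and a BP100-luciferase reporter were pinned with compounds (4-point, 1:5 series) and held 24 hrs at 37 deg C. Luminescence was read 10 min after detection reagent.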
# Gal4-VP16 FLuc = Gal4-VP16 reporter inhibition counter-screen | Drosophila S2 Gal4-VP16 UAS-luciferase, luminescence, 20 h | Potency, µM (doses to about 53.6 µM), inactives show top-dose activity, negative = inhibition, usual class: inhibitors | 310,000 compounds, 3.5% hits;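 further: Gal4-VP16 expression switched on by copper sulfate through the metallothionein promoter; potency means the concentration at half of the fitted maximal effect; on the % scale 0 is the no-effect control and ±100 the full control effect; nearly all actives have a fitted effect of over 50% in size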
# ELG1 genotox = induces genotoxicity in HEK293T cells with luciferase-tagged ELG1. Potency, µM (titrated, usually from 46 µM), without a hit: at the highest dose activity change, positive = activation, usual class: activators. 330,000 compounds, 1.3% hits. HEK293T ELG1-luciferase reporter, luminescence, 16 h; further: potency means the concentration at half of the fitted maximal effect; % of control where 0% means no effect; nearly all actives have a fitted effect of over 60% in size
#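 Luminescence read-out: rising ELG1-luciferase signal, reflecting elevated ELG1 protein under genetic stress, flags genotoxic compounds. Cells were treated for 16 hr at 37 °C before ONE-Glo detection.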
# Giardia killer = kills Giardia lamblia; activity change, % at 7.66 µM, hits read low; 340,000 compounds, 0.15% hits; AID 540267; Giardia lamblia trophozoite viability; in the data active means activity change below about -80%; inconclusive means between about -30% and that limit;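 further: parasites exposed to compound for two days anaerobically before the ATP read; on the % scale 0 is the no-effect control and ±100 the full control effect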
#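 Media and compound were dispensed first, then trophozoites at 100 cells/well; plates sat 48 hrs at 37 deg C without oxygen before ATP luminescence reagent was added and read after 15-30 min at room temperature.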
# Rab9 prom act = Rab9 promoter activation. Huh7 Rab9 promoter-luciferase reporter, luminescence, 24 h. 320,000 compounds, 2.8% hits. Potency, µM (series often up to 9.22 µM), for the others: top-dose activation, negative = inhibition, usual class: activators; further: potency means the concentration at half of the fitted maximal effect; % of control where 0% means no effect; nearly all actives have a fitted effect of over 60% in size
#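 Huh7 cells stably carrying a Rab9 promoter-luciferase reporter, 1500 cells per well in OP-MEM I with 10% FBS, treated with compound 24 hours at 37C. Luciferase activity read by luminescence after 10 minutes with Amplite reagent.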
# PKM2 activator = PKM2 (human) enzyme activation. Potency, µM (highest dose often 57.5 µM), for inactives: at the highest dose activation, usual class: activators. P14618. 260,000 compounds, 0.34% hits. purified PKM2, Kinase-Glo ATP luminescence, activation; response scale: 0% is enzyme alone, no compound; further: potency means the concentration at half of the fitted maximal effect; on the % scale 0 is the no-effect control and ±100 the full control effect; nearly all actives have a fitted effect of over 55% in size
# Target sequence (P14618 whole entry, looked up): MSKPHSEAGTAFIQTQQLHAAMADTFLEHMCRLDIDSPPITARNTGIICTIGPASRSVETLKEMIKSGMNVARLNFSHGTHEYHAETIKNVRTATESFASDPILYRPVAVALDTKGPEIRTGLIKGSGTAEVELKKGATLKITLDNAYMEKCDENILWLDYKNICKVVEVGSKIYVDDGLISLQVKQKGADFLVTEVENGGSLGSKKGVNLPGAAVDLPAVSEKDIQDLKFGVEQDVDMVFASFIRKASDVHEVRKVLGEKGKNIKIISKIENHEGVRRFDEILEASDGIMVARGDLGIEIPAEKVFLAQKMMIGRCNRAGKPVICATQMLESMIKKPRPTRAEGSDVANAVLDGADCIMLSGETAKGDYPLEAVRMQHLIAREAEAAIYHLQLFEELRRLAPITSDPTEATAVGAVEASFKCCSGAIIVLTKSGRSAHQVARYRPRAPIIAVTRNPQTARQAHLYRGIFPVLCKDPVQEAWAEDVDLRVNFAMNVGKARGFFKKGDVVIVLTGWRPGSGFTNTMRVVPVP
#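 Purified hPK-M2 (>95% pure) converted ADP (0.1 mM final) to ATP with 0.5 mM PEP in 50 mM imidazole pH7.2, KCl, MgCl2, Tween 20, BSA; 1 h at room temperature. ATP detected by Kinase-Glo luminescence.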
# * hit, by the source's call; u = inconclusive; x = no result given; [ ] = remark or other dose. Unless noted, the call rests on the fitted dose curve; in most records, active means well fitted curve in the direction sought with a large enough effect; inconclusive means small, poorly fitted or top-dose-only effect, or another doubt; inactive means no such curve, though single readings can be large; an effect the other way counts as inactive or inconclusive. Some of the compounds tested; rates above refer to the full screens.
SMILES,Menin-MLL TR inh,NPC1 promoter act,BRCA1 expr act,RORgamma inh,FLuc modulator,p53 reactivation,Gal4-VP16 FLuc,ELG1 genotox,Giardia killer,Rab9 prom act,PKM2 activator
COc1ccc(N2CCN(C(=O)COC(=O)c3cccc(S(=O)(=O)Nc4cccc(C)c4)c3)CC2)cc1,x,-2.5%,-44.4%,x,-0.4%,-6.2%,x,u,-8.5,-8.7%,x
COC(=O)c1cccc(N(C(=O)c2cnccn2)C(C(=O)NCc2ccccc2)c2ccco2)c1 (centres undefined),-2.4%,-0.5%,2.0%,14.9%,4.3%,-11.2%,4.0%,-10.2%,3.8,-6.6%,0.4%
O=c1oc(C2(O)CCCCC2)cc2ccc(Br)cc12,x,-2.2%,17.9%,x,-15.7%,2.2%,x,2.4%,-0.7,-8.9%,x
CC(C)N(C(=O)COC(=O)c1ccccc1C(=O)c1ccc(Cl)c([N+](=O)[O-])c1)C(C)C,-27.7%,-6.0%,-56.5%,-22.1%,0.4%,-11.4%,u,-8.3%,1.6,-1.5%,0.9%
Nc1ccc(O)c(-c2nc3ccccc3s2)c1,u,3.16µM*,37.9%,u,6.01µM*,u,-17.2%,u,-13.6,u,-7.5%
Cc1cc(=O)n2nc(N3CCCC3C(=O)Nc3cccc(F)c3)sc2n1 (centres undefined),-9.1%,-0.8%,5.2%,-40.4%,-2.4%,x,-2.1%,8.7%,11.8,-2.3%,7.8%
COc1cc(/C=C2\SC(=S)N(Nc3ncc(C(F)(F)F)cc3Cl)C2=O)ccc1O,u,-1.1%,-6.3%,19.2%,8.49µM*,15.4%,-30.0%,7.0%,1.7,-3.3%,3.8%
O=C(CNC(=O)c1ccc(OC(F)F)cc1)Nc1cccc(S(=O)(=O)N2CCCC2)c1,x,-4.5%,-6.3%,x,11.7%,0.9%,x,1.6%,3.5,0.9%,x
O=C1OC(Nc2ccccn2)c2ccccc21 (centres undefined),-2.8%,-1.7%,-4.3%,-5.0%,2.1%,-2.5%,-18.3%,0.2%,-13.9,0.1%,-8.0%
CCOc1ccc(NC(=O)CSC2=NCCN2)cc1,4.4%,-3.8%,-13.5%,-16.2%,2.1%,18.2%,-4.0%,2.3%,u,0.3%,3.4%
CC1CCN(CCOc2ccc(C(=O)c3ccccc3)cc2)CC1,-3.8%,-4.1%,-8.1%,13.3%,4.5%,8.7%,-2.0%,-8.7%,7.4,-4.1%,4.5%
Cc1ccccc1-n1cc(CNC(=O)CC2C(=O)NCCN2C/C=C/c2ccccc2)cn1 (centres undefined),u,-0.7%,0.0%,11.1%,1.2%,-4.5%,-1.4%,-1.1%,-2.4,-1.6%,-5.2%
CN(c1ccccc1)S(=O)(=O)c1ccc2[nH]c(=O)oc2c1,1.2%,-0.9%,-0.5%,-34.2%,-0.2%,-2.9%,1.8%,-2.3%,-4.8,5.8%,x
CCOC(=O)N1CCN(c2nc(-c3ccc(OC)cc3)no2)CC1,-2.0%,u,1.0%,u,16.9µM*,u,-5.4%,-0.7%,-13.4,20.5%,0.1%
c1ccc2c(CSc3nnc(-c4ccncc4)o3)cccc2c1,-6.6%,-5.5%,5.4%,-23.9%,-12.1%,-6.6%,-14.0%,-1.3%,-6.1,-1.2%,0.0%
CC(=O)NC12CC3CC(C1)CC(C(=O)N1CCN(S(=O)(=O)c4cccs4)CC1)(C3)C2,x,-1.3%,-8.1%,x,6.4%,-2.2%,x,0.6%,-8.5,-3.0%,x
COCC(=O)Nc1cc(Cl)ccc1C(F)(F)F,16.1%,-3.1%,x,-2.4%,1.5%,0.6%,-2.0%,0.3%,x,-0.2%,-8.9%
COc1ccc(C(=O)N/C(=C\c2cn(C)c3ccccc23)C(=O)NCCN2CCOCC2)cc1OC,-3.3%,-0.1%,-12.1%,0.1%,-2.7%,-5.1%,-3.1%,0.5%,-2.6,0.7%,-4.0%[0.46 µM]
C=CCCC(=O)Nc1ccc(COC(=O)N2CCOCC2)cc1,-0.3%,-0.3%,5.3%,-2.7%,-1.3%,7.0%,5.5%,-8.9%,0.3,-4.1%,0.7%
O=C1c2ccccc2C(O)N1c1cccnc1 (centres undefined),9.2%[11.7 µM],0.0%,5.8%,42.4%,-2.2%,14.5%,-1.9%,1.0%,4.1,-9.1%,-12.7%
COc1ccccc1CC(=O)Nc1cc(C)ccn1,16.3%,-0.2%,0.0%,2.1%,u,29.3%,11.8%,u,6.7,-1.0%,0.5%[11.5 µM]
N#CC1=C(N)N2C(=C(C#N)C1c1ccc(Br)cc1)Nc1ccccc12 (centres undefined),8.9%,-13.0%,-80.9%,u,0.8%,25.0%,11.2µM*,-9.8%,-7.6,-27.8%,-15.9%
CCn1c2ccccc2c2nnc(SCc3cc(=O)n4ccsc4n3)nc21,2.9%,6.3%,x,22.6%,2.2%,2.8%,5.1%,9.5%,x,4.8%,2.6%
C[n+]1nc(Nc2ccccc2)sc1-c1ccc(O)cc1,-3.2%,-5.5%,0.0%,-7.2%,0.2%,3.5%,0.1%,-1.5%,6.9,0.5%,7.6%
COc1ccc([C@H]2CC(=O)C=C(c3ccc(C)c([N+](=O)[O-])c3)C2)cc1,x,16.2%,84.8%,x,0.0%,10.0%,x,4.8%,12.7,-0.4%,x
O=C(Cn1cnc([N+](=O)[O-])n1)N/N=C/c1ccccc1O,17.0%,-14.3%,-52.4%,7.08µM*,-12.9%,10.9%,u,14.2%,3.6,-4.5%,5.0%
O=C(CCC(=O)N1CCCC1)N1CCCC1,0.4%,1.1%,-1.0%,u,-0.3%,5.9%,7.9%,-1.0%,-10.3,4.6%,-2.3%
Oc1ccc(/C=N/NC(=S)NCc2ccco2)cc1,13.0%,1.5%,-3.2%,11.2µM*,u,-1.9%,-10.4%,-1.3%,4.2,-1.5%,1.9%
O=C(Nc1cccnc1)c1cc(-c2ccc(Cl)cc2Cl)on1,x,3.98µM*,u,-12.6%,0.379µM*,27.9%,10.2%,u,-14.4,u,x
Cn1c(NC(=O)c2ccc(Cl)cc2Cl)cc(=O)n(C)c1=O,8.5%,-3.5%,0.0%,-10.9%,14.2%,2.4%,6.0%,5.4%,-10.7,-8.3%,-8.6%
COc1ccc(/C=C/C(=O)O)cc1S(=O)(=O)N1CCCC1,-2.7%,-7.1%,9.3%,0.0%,11.1%,x,-3.6%,-0.3%,1.6,5.4%,1.1%[11.5 µM]
Cc1ccc(NC(=O)CNC(=O)C2CCCCC2)nc1,x,0.0%,-1.5%,x,-6.3%,0.8%,x,1.3%,-7.4,-3.0%,x
CC1Oc2ccccc2N(CC(=O)N2CCCCC2)C1=O (centres undefined),-1.6%,-2.0%,-11.7%,23.7%,1.0%,6.5%,0.8%,0.2%,15.6,8.4%,-4.5%
COc1ccc(C)cc1NC(=O)CSc1nnc(-c2ccc(C)cc2)o1,-0.7%[11.7 µM],8.6%,40.0%,-31.8%,u,14.9%,-17.9%,-0.4%,0.3,2.7%,-12.1%
Cc1ccc(S(=O)(=O)N2CCCC(C(=O)N3CCN(C)CC3)C2)cc1 (centres undefined),-16.5%,-0.7%,-2.1%,-10.6%,1.2%,5.3%,4.3%,0.2%,11.8,6.2%,-2.7%
CCNc1nc(NCC)n2c(SC(C)C(=O)c3ccc(C)cc3)nnc2n1 (centres undefined),-17.6%,-3.6%,-18.6%,u,0.0%,1.7%,u,-2.9%,2.0,-4.8%,0.9%
C/C(CCc1ccccc1)=N\NC(=O)c1ccccc1[N+](=O)[O-],1.9%,-3.1%,-14.2%,-15.8%,8.4%,-3.7%,-4.2%,1.9%,-0.8,-0.3%,-0.3%
CCN1CCN(CCNC(=O)c2ccc(CS(=O)c3ccc(Br)cc3)o2)CC1 (centres undefined),x,0.5%,0.0%,-23.4%,1.8%,x,-1.2%,1.0%,6.3,3.2%,x
CCN(CC)c1ccc(N2C(=O)c3ccccc3C2=O)cc1,u,24.1%,13.9%,9.0%,-1.8%,7.0%,6.4%,u,17.2,u,-0.1%
CCOC(=O)CSc1nnc(CSc2nc(C)cc(C)n2)n1Cc1ccco1,-18.0%,0.6%,2.0%,-19.5%,1.7%,5.5%,6.4%,1.4%,7.2,1.0%,u
O=C(Cn1c(=O)sc2ccccc21)NCCOc1ccccc1F,1.4%,-1.4%,1.5%,7.0%,0.2%,-1.3%,-8.3%,0.7%,-11.7,-2.6%,2.2%
CC(Sc1ccccc1)C(=O)Nc1ccc(N2CCOCC2)cc1 (centres undefined),1.7%,10.4%,54.6%,5.8%,-2.4%,5.4%,18.0%,11.0%,6.1,2.0%,3.4%
